# aSyn yeast inh = rescues yeast growth from alpha-synuclein toxicity. Yeast expressing alpha-synuclein, growth rescue, BacTiter-Glo, 24 h. Potency, µM (top dose mostly 46.1 µM), without a hit: at the top dose growth rescue (activation), hits mostly activators. hit rate 0.14% among 370,000. AID 652106; note: potency is the fitted concentration of half-maximal effect; % of control where 0% means no effect; nearly all actives have a fitted effect of over 65% in size
#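 Screening used galactose-induced yeast with toxic alpha-synuclein levels, exposed to compound for 24 hr at 30 deg C. Cell growth, read with BacTiter-Glo luminescence, gave the measured signal.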
# GLP1R ag = GLP-1 receptor (human) agonism | P43220 | Potency, µM (doses to about 45.6 µM), for the others: at the highest dose activation, usual class: activators | HEK293 GLP-1R CRE-luciferase, luminescence, 4-6 h; cells express a hypersensitive GLP-1R form | hit rate 0.007% among 380,000; note: potency is the fitted concentration of half-maximal effect; % of control where 0% means no effect
# GLP-1R inv ag = GLP-1 receptor (human) inverse agonism | Potency, µM (top dose mostly 38.3 µM), inactives show at the top dose activity change, negative = inhibition, most hits filed as inhibitors | HEK293 GLP-1R CRE-luciferase, luminescence, 24 h; GLP-1R form is constitutively active | hit rate 1.6% among 410,000 | P43220; note: potency is the fitted concentration of half-maximal effect; % is set by controls: 0 for no effect and ±100 for the full control effect; nearly all actives have a fitted effect of over 55% in size
#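 Readout was luciferase luminescence, measured 12 min after detection reagent at room temperature. Beforehand, GLP-1R reporter HEK293 cells had sat 12 h, then received compounds for 24 hr at 37 deg C.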
# PTHR1 agonist = PTHR1 (human) receptor agonism | HEK293 GP2 PTHR1 cells, GloSensor cAMP luminescence, 1 h | Potency, µM (top dose mostly 115 µM), for the others: at the top dose activation, actives largely listed as activators | hit rate 0.075% among 410,000 | AID 743266; note: potency is the fitted concentration of half-maximal effect; nearly all actives have a fitted effect of over 55% in size; some results filed as inactive show a strong effect at the top dose; inactives centre near -15; many of its hits are not listed in these tables
# Target sequence (Q03431 whole entry, looked up): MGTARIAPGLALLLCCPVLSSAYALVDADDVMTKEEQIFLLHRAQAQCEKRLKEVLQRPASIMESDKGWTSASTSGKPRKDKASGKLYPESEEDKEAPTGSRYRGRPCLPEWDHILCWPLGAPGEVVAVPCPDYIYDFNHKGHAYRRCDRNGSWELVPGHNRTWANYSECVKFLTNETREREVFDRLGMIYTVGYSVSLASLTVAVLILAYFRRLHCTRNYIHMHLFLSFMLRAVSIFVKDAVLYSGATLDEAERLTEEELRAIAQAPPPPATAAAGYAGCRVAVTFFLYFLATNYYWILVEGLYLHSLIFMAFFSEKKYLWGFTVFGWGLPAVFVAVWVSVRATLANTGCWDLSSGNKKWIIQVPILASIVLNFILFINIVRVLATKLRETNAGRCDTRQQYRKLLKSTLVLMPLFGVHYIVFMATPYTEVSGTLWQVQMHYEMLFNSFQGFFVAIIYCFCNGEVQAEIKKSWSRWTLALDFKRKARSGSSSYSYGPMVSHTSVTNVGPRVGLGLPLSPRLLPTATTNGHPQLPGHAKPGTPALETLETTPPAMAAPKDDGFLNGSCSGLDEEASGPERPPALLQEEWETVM
#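 HEK-293-derived GP2 cells expressing PTHR1 and a GloSensor cAMP reporter, 3,000/well, plated overnight, given luciferin plus IBMX (each 0.5 mM as added) for 1 h at 37 °C, then compound for 1 h at 37 °C. Luminescence was read after 15 min at room temperature.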
# TDP-43 yeast inh = inhibitors of TDP-43 toxicity in yeast; TDP-43 expressing yeast growth rescue, BacTiter-Glo, 24 h; Potency, µM (series often up to 46.1 µM), without a hit: at the top dose growth rescue (activation), actives largely listed as activators; hit rate 1.8% among 410,000; AID 652104; note: potency is the fitted concentration of half-maximal effect; % of control where 0% means no effect; nearly all actives have a fitted effect of over 50% in size
#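 Luminescence from BacTiter-Glo reports growth of TDP-43-expressing yeast after 24 hr at 30 deg C with compound. Cells were raffinose-pregrown to mid-log, then seeded in galactose medium at OD600=0.02.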
# DRD3 antagonist = D3 dopamine receptor (human) antagonism; max response, negative = inhibition, %; P35462; D3R cells, DiscoveRx beta-arrestin luminescence, antagonist mode; hits give low values; hit rate 2.5% among 360,000; in the data active = max response below about -50%; inconclusive = no clear call, values can overlap the other calls; note: % is set by controls: 0 for no effect and ±100 for the full control effect; mostly tested at two doses, the higher about 12 µM
#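 Cells plated overnight at 1500 cells/well, then exposed to library compounds with dopamine controls for 90 minutes at 37 degrees C. DiscoveRx reagent added for 30–60 minutes at room temperature; luminescence read, quantitative HTS format.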
# pAkt inh = blocks phosphorylation of Akt | Neuro2A IGF-stimulated pAkt S473 HTRF, 20 min; hits give low values | activity change, % for hits at 50 µM | hit rate 0.32% among 360,000 | AID 651550; in the data active = activity change below about -80%; inconclusive = mostly about -51% to -80%; note: % is set by controls: 0 for no effect and ±100 for the full control effect
#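 Single-point screen (50 µM final compound) in Neuro2A cells stimulated 20 min with 6 nM IGF at 37 deg C. After lysis, Ser473-phosphorylated Akt read by HTRF (ex 330 nm, em 615/665 nm) as the 665/615 ratio.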
# FUS suppressor = FUS proteinopathy suppression in yeast | S. cerevisiae FUS-expressing, growth rescue, OD600, 24 h | Potency, µM (doses to about 76.6 µM), for inactives: top-dose growth rescue (activation), usual class: activators | hit rate 0.24% among 390,000 | AID 1347120;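 note: potency is the fitted concentration of half-maximal effect; plate controls were DMSO vehicle for no effect and reference control for full effect; nearly all actives have a fitted effect of over 55% in size; some results filed as inactive show a strong effect at the top dose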
#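 Absorbance at 600 nm, taken 24hr after compound addition, measured rescue of FUS-yeast growth at 30C. Induction used 2% galactose with seeding at OD 0.005. Controls: CP55940 from 92uM final, DMSO only.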
# Abeta yeast res = A-beta toxicity reversal in yeast. Potency, µM (doses to about 46.1 µM), inactives show at the top dose growth rescue, most hits filed as activators. yeast expressing A-beta42, growth rescue, OD600, 48 h; response scale: 0% DMSO, 100% iron-clioquinol control. hit rate 0.063% among 410,000; note: potency is the fitted concentration of half-maximal effect; nearly all actives have a fitted effect of over 55% in size
#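 Growth rescue measured by 600 nm absorbance after 48 h yeast culture at 30 C with compound. Values normalized between DMSO and an equimolar ferric chloride plus clioquinol control.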
# * marks the source's active call; other numbers are inactive results; i = inactive; ? = inconclusive; . = no result given; [ ] = dose if it differs, or a comment. Unless noted, calls come from the whole dose curve; as a rule, active = well fitted curve in the direction sought with a large enough effect; inconclusive = small, poorly fitted or top-dose-only effect, or another doubt; inactive = no such curve, though single readings can be large; an effect the other way counts as inactive or inconclusive.
cpd | structure | aSyn yeast inh | GLP1R ag | GLP-1R inv ag | PTHR1 agonist | TDP-43 yeast inh
1 | COc1ccc(C2C(C(=O)c3ccco3)=C(O)C(=O)N2c2nnc(C)s2)cc1OC (stereo unspecified) | -5% | 0% | -14% | i | -14%
2 | COCCNC(=O)c1ccc2c(=O)n(Cc3ccco3)c(SCC(=O)NC3CCCCC3)nc2c1 | . | 1% | 0% | i | 16%
3 | CCCCCCCCN1C(=O)[C@H](CC(=O)NCCCN2CCCC2=O)C[C@@]2(C(=O)OC)CCCCC=C12 | 1% | -3% | 16% | i | 11%
4 | O=C(NC1CCCCC1)c1c[nH]c2ccc(S(=O)(=O)Nc3ccccc3F)cc2c1=O | . | . | ? | -29% | 16%
5 | COc1cc(NC(=O)CCS(=O)(=O)c2nc(-c3cccs3)cc(C(F)(F)F)n2)cc(OC)c1OC | . | . | ? | -50%[inhibitor] | ?
6 | O=C1c2cccc3c(O)ccc(c23)C(=O)N1Cc1ccco1 | -6% | -4% | 3% | -41%[inhibitor] | -1%
7 | C=CCn1c(SCC(=O)Nc2c(C)n(C)n(-c3ccccc3)c2=O)nnc1-c1cccnc1 | -3% | 0% | -10% | i | -15%
8 | COc1ccc(NC(=O)CC2C(=O)N(c3cccc(OC)c3)C(=O)N2CCC(C)C)cc1 (stereo unspecified) | 1% | -9% | 0% | i | -15%

cpd | DRD3 antagonist | pAkt inh | FUS suppressor | Abeta yeast res
1 | -12 | i | 21% | 12%
2 | 4 | . | -6% | 3%
3 | 4 | i | ? | 3%
4 | . | . | 41% | 5%
5 | . | . | 30% | 15%
6 | -14 | i | 13% | -15%
7 | 9 | i | 5% | -1%
8 | -14 | i | 41% | 4%

# Continuation.
cpd | structure | aSyn yeast inh | GLP1R ag | GLP-1R inv ag | PTHR1 agonist | TDP-43 yeast inh
9 | O=C(O)C1C2C=CC(C2)C1C(=O)Nc1ccc(Cl)c(Cl)c1 (stereo unspecified) | 5% | 5% | ? | i | 21%
10 | COc1ccc2[nH]c(C(=O)N3CCC(Cc4ccccc4)CC3)cc2c1 | 2% | 44% | -19% | -14% | -15%
11 | COc1cccc(N2CCN(c3ccc4nnc(CCC(=O)Nc5ncccc5C)n4n3)CC2)c1 | 5% | 5% | 12% | -7% | -9%
12 | Cn1c(CNC(=O)c2ccco2)nnc1SCC(=O)N1c2ccccc2Sc2ccccc21 | 1% | -6% | 0% | i | 28%
13 | CCc1ccc(-c2cc(C)no2)cc1S(=O)(=O)Nc1cccc(CN2CCCC2)c1 | 2% | 1% | -21% | -26% | 14%
14 | COCCCNC(=O)c1ccc(N(C)S(=O)(=O)c2ccc(OC)cc2)cc1 | 7% | 12% | -1% | -14% | 23%
15 | Cc1cccc(C)c1OCc1n[nH]c(=S)n1N | 12% | 8% | -1% | -18% | 6%
16 | CCOC(=O)CSc1nnc(CNc2ccc(Cl)cc2)n1Cc1ccccc1 | ? | -9% | 10% | 17%[57.5 µM] | 14µM*

cpd | DRD3 antagonist | pAkt inh | FUS suppressor | Abeta yeast res
9 | 17 | i | -23% | 1%
10 | 0 | i | 14% | -15%
11 | 1 | i | -8% | 5%
12 | -19 | i | 3% | 5%
13 | 6 | i | 7% | -2%
14 | -10 | i | -4% | 0%
15 | -6 | i | -1% | -4%
16 | -7 | i | 30% | 6%

# Screen by screen, as entered above.
# GLP-1R inv ag, entries 9 to 16 → ?, -19%, 12%, 0%, -21%, -1%, -1%, 10%
# Abeta yeast res, entries 9 to 16 → 1%, -15%, 5%, 5%, -2%, 0%, -4%, 6%

# Next results:
cpd | structure | aSyn yeast inh | GLP1R ag | GLP-1R inv ag | PTHR1 agonist | TDP-43 yeast inh
17 | COc1ccc2cc(S(=O)(=O)N3CCCC(C)C3)ccc2c1 (stereo unspecified) | 14% | 10% | ? | i | 15%
18 | CCCCCOC(=O)CSc1nc2sc3c(c2c(=O)n1Cc1ccccc1)CC(C)(CC)OC3 (stereo unspecified) | . | . | ? | -17% | 18%
19 | COc1cccc(C(NC(C)=O)c2nc(-c3ccccc3C)cs2)c1 (stereo unspecified) | 7% | 19% | 12% | -52%[inhibitor] | 16%
20 | O=C(Nc1ccccc1C(=O)NCc1cccnc1)c1cccc([N+](=O)[O-])c1 | -13% | 29% | 22% | i | -12%
21 | O=C(COc1ccc(S(=O)(=O)N2CCOCC2)cc1)NCc1ccccn1 | -5% | 2% | 6% | ? | -17%
22 | CCc1ccccc1NC(=O)CCS(=O)(=O)c1cccc2nonc12 | . | . | -15% | i | 9%

cpd | DRD3 antagonist | pAkt inh | FUS suppressor | Abeta yeast res
17 | -6 | i | 2% | 2%
18 | . | . | 19% | -5%
19 | 10 | i | 0% | 18%
20 | -21 | i | 2% | -5%
21 | -25 | i | 10% | 5%
22 | . | . | 3% | -16%

# Grouped by structure, the compounds so far containing an aryl methoxy group.
cpd | structure | aSyn yeast inh | GLP1R ag | GLP-1R inv ag | PTHR1 agonist | TDP-43 yeast inh
1 | COc1ccc(C2C(C(=O)c3ccco3)=C(O)C(=O)N2c2nnc(C)s2)cc1OC (stereo unspecified) | -5% | 0% | -14% | i | -14%
5 | COc1cc(NC(=O)CCS(=O)(=O)c2nc(-c3cccs3)cc(C(F)(F)F)n2)cc(OC)c1OC | . | . | ? | -50%[inhibitor] | ?
8 | COc1ccc(NC(=O)CC2C(=O)N(c3cccc(OC)c3)C(=O)N2CCC(C)C)cc1 (stereo unspecified) | 1% | -9% | 0% | i | -15%
10 | COc1ccc2[nH]c(C(=O)N3CCC(Cc4ccccc4)CC3)cc2c1 | 2% | 44% | -19% | -14% | -15%
11 | COc1cccc(N2CCN(c3ccc4nnc(CCC(=O)Nc5ncccc5C)n4n3)CC2)c1 | 5% | 5% | 12% | -7% | -9%
14 | COCCCNC(=O)c1ccc(N(C)S(=O)(=O)c2ccc(OC)cc2)cc1 | 7% | 12% | -1% | -14% | 23%
17 | COc1ccc2cc(S(=O)(=O)N3CCCC(C)C3)ccc2c1 (stereo unspecified) | 14% | 10% | ? | i | 15%
19 | COc1cccc(C(NC(C)=O)c2nc(-c3ccccc3C)cs2)c1 (stereo unspecified) | 7% | 19% | 12% | -52%[inhibitor] | 16%

cpd | DRD3 antagonist | pAkt inh | FUS suppressor | Abeta yeast res
1 | -12 | i | 21% | 12%
5 | . | . | 30% | 15%
8 | -14 | i | 41% | 4%
10 | 0 | i | 14% | -15%
11 | 1 | i | -8% | 5%
14 | -10 | i | -4% | 0%
17 | -6 | i | 2% | 2%
19 | 10 | i | 0% | 18%

# Screening results as filed in PubChem.

# An excerpt. The share of hits here may be higher or lower than overall.
